Screening data (PubChem BioAssay)
RMI FANCM FP – disruptors of RMI1/RMI2 association with MM2 peptide – biochemical, fluorescence polarization, human, primary screen. RMI core complex (RMI1/RMI2) binding to FANCM MM2 peptide, human. 70,000 tested, 0.58% active. FP signal (polarization) at 33 µM. RMI core complex with F-MM2 peptide; stronger effect = lower value; in the data active = FP signal below about 40; also: inactives centre near 61; strong numbers were not always called active; unit not given here
* marks the source's active call; other numbers are inactive results; & = joins results of further samples. An excerpt; rates above refer to the full screens.

> COc1cccc(C2Nc3ccccc3S2)c1OC (stereo unspecified)
- RMI FANCM FP: 53
> CCC(=O)Nc1ccc(C(=O)NCCNS(=O)(=O)c2ccccc2C(F)(F)F)cc1
- RMI FANCM FP: 64
> COc1ccccc1N1CCN(CCNC(=O)Cc2ccc(Cl)cc2)CC1
- RMI FANCM FP: 62
> O=C(O)CSc1nnc(COc2cccc3cccnc23)n1-c1cccc(C(F)(F)F)c1
- RMI FANCM FP: 56
> COC(=O)c1ccc(Cn2nc(C3CC3)c3cnn(-c4ccc(F)cc4)c3c2=O)cc1
- RMI FANCM FP: 87
> COc1cccc(C(=O)Nc2cc(-c3ccco3)nn2-c2nc(C)c(C)c(=O)[nH]2)c1OC
- RMI FANCM FP: 56
> CCS(=O)(=O)N1CCCc2ccc(NS(=O)(=O)Cc3ccccc3Cl)cc21
- RMI FANCM FP: 60
> CC(=O)N1CCc2ccc(NC(=O)Cc3cccs3)cc21
- RMI FANCM FP: 66
> O=C(Cc1ccc(F)cc1)NCCn1nc(-c2cccs2)ccc1=O
- RMI FANCM FP: 54
> Cc1c(-c2cccc(NC(=O)Nc3cccc(Cl)c3)c2)nc2ncccn12
- RMI FANCM FP: 57
> Fc1ccc(-c2csc(-c3ccc4c(c3)OCO4)n2)cc1
- RMI FANCM FP: 61
> Cc1cc(S(=O)(=O)Nc2ccc3c(c2)CN(C(=O)c2ccccc2)CC3)ccc1F
- RMI FANCM FP: 66
> Cc1cc(Cl)ccc1OCC(=O)N/N=C\c1ccccc1O
- RMI FANCM FP: 53
> O=S(=O)(CCN1CCN(CCS(=O)(=O)c2ccccc2)CC1)c1ccccc1
- RMI FANCM FP: 59
> Cc1cc(NC(=O)C(C)Oc2ccccc2)n(-c2nc3c(cnn3-c3ccc(F)cc3)c(=O)[nH]2)n1 (stereo unspecified)
- RMI FANCM FP: 65

> COc1cccc(CNC(=O)CSc2nccn3nc(-c4ccccc4)cc23)c1
- RMI FANCM FP: 89
> CCOc1ccc(S(=O)(=O)Nc2ccc3c(c2)CCC(=O)N3Cc2ccccc2)cc1F
- RMI FANCM FP: 67
> COc1ccccc1N1CCN(S(=O)(=O)CCNC(=O)c2c(F)cccc2F)CC1
- RMI FANCM FP: 59
> Nc1cc(=O)[nH]c2nnc(SCCc3ccccc3)n12
- RMI FANCM FP: 59
> COc1ccccc1-c1cc2c(SCC(=O)Nc3ccccc3Br)nccn2n1
- RMI FANCM FP: 96
> Cc1ccc(S(=O)(=O)N2CCN(CCOc3ccc(Cl)cc3)CC2)cc1
- RMI FANCM FP: 57
> COC(=O)C1=C(C)NC(=O)CC1c1ccccc1[N+](=O)[O-] (stereo unspecified)
- RMI FANCM FP: 52
> Cn1cccc1Cc1nnc(SCC(=O)NO)n1Cc1ccccc1
- RMI FANCM FP: 55
> CCOC(=O)COc1ccccc1C=C(C#N)C(=O)c1cccc(C(F)(F)F)c1
- RMI FANCM FP: 53
> Cc1nc(SCc2cccc(Cl)c2)[nH]c(=O)c1CC(=O)NCc1ccccn1
- RMI FANCM FP: 63
> CCS(=O)(=O)c1cccc(C(=O)N(CCCN(C)C)c2nc3ccc([N+](=O)[O-])cc3s2)c1
- RMI FANCM FP: 60
> CCOc1ccc(S(=O)(=O)NCC(=O)N2CCOC(c3ccccc3)C2)cc1F (stereo unspecified)
- RMI FANCM FP: 75
> Cc1ccc(-c2nnc(NC(=O)c3ccc([N+](=O)[O-])cc3)o2)c(C)c1
- RMI FANCM FP: 52
> O=C(CCc1ccc(O)cc1)NNC(=S)NCCc1ccccc1
- RMI FANCM FP: 51
> Cc1ccc(N2CCN(S(=O)(=O)N3CCOCC3)CC2)cc1Cl
- RMI FANCM FP: 54

> CC(C)(C)NS(=O)(=O)c1ccc2nc(NC(=O)C3CCCO3)sc2c1 (stereo unspecified)
- RMI FANCM FP: 61
> Cn1cccc1C(CNC(=O)c1ccc2ccccc2c1)N1CCCC1 (stereo unspecified)
- RMI FANCM FP: 64
> CN1CCc2c(sc3nc(NC(=O)c4ccc(OC(F)(F)F)cc4)sc(=O)c23)C1
- RMI FANCM FP: 60
> CC(C)(C)SCCNC(=S)NCCO
- RMI FANCM FP: 54
> Cc1n[nH]c(C)c1CCC(=O)N/N=C\c1c(Cl)cccc1Cl
- RMI FANCM FP: 60
> CC(=O)N1N=C(c2c(-c3ccccc3)c3cc(Cl)ccc3[nH]c2=O)CC1c1nc2ccccc2n1C(C)=O (stereo unspecified)
- RMI FANCM FP: 63
> COc1cc(C(=O)Oc2ccc(Cl)cc2Cl)cc(OC)c1OC
- RMI FANCM FP: 52
> CC(C)(C)C(=O)N1CCc2ccc(NC(=O)c3ccccc3C(F)(F)F)cc21
- RMI FANCM FP: 68
> C/C(=N/NS(=O)(=O)c1ccccc1)c1cc(-c2ccccc2)no1
- RMI FANCM FP: 59
> COc1cc2ccccc2cc1C(=O)Nc1cc(C)no1
- RMI FANCM FP: 69
> Cc1ccc(N2N=NC3C(=O)N(c4ccc5c(c4)CCC5)C(=O)C32)cc1F (stereo unspecified)
- RMI FANCM FP: 65
> CC1(C)C(=O)[C@@H]2O[C@@H]2[C@@]2(C)C1CC(=O)[C@@]1(C)C3=CC(=O)O[C@@H](c4ccoc4)[C@]3(C)CCC12 (stereo partly specified)
- RMI FANCM FP: 59
> CC(C)Cc1cc(C(=O)O)n[nH]1
- RMI FANCM FP: 60
> CCOC(=O)c1nn(-c2ccc(Cl)cc2)c(=O)c2c(NC(=O)CSCc3ccccc3)scc12
- RMI FANCM FP: 65
> O=C(Cc1cc(-c2cccs2)on1)NCc1c(F)cccc1F
- RMI FANCM FP: 65

Other records follow.
SMILES	RMI FANCM FP
CC(=O)c1nn(-c2ccc(C)cc2)cc1C#N	54
Cc1nnc(NC(=O)CSc2nnc(NC(=O)Cc3cccc4ccccc34)s2)s1	42
Cc1ccc2c(CC(=O)NCc3ccccc3Cl)cc(=O)oc2c1	78
O=C(Nc1ccncc1)c1ccc(CNS(=O)(=O)c2cccc(C(F)(F)F)c2)cc1	77
O=C(NCC(c1cccs1)S(=O)(=O)c1cccs1)OCc1ccccc1 (stereo unspecified)	54
COc1cc(Cl)c(C)cc1NC(=O)C(C)(C)C	67
O=C(O)CSCC(=O)Nc1cnccn1	57
CCCCn1c(-c2ccc(OC)cc2)nc2ccccc21	61
Cc1cc(C)n(C)c(=O)c1C(=O)O	55
Cc1[nH]nc2c1C(c1ccccc1)C(C#N)=C(N)O2 (stereo unspecified)	59
COc1ccc(NC(=O)c2cc3ccccc3c(=O)o2)c([N+](=O)[O-])c1	61
CC(C)Sc1cccc(-c2nnc(NC(=O)c3ccc([N+](=O)[O-])s3)o2)c1	62

Looked up by compound from the entries so far (five):
SMILES	RMI FANCM FP
CC(=O)c1nn(-c2ccc(C)cc2)cc1C#N	54
CCCCn1c(-c2ccc(OC)cc2)nc2ccccc21	61
Cc1ccc2c(CC(=O)NCc3ccccc3Cl)cc(=O)oc2c1	78
COc1cc(Cl)c(C)cc1NC(=O)C(C)(C)C	67
Cc1nnc(NC(=O)CSc2nnc(NC(=O)Cc3cccc4ccccc34)s2)s1	42

Other structures:
SMILES	RMI FANCM FP
CCOC(=O)c1cnn(-c2nc3ccccc3s2)c1N	59
NS(=O)(=O)C1CCS(=O)(=O)C1 (stereo unspecified)	60
COc1ccc(CCNC(=O)CSc2nc3sc4c(c3c(=O)[nH]2)CCC4)cc1OC	60
COc1cccc2cc(C(=O)Nc3nnc(-c4ccc(Br)s4)o3)oc12	64
CCc1nnc2c(=O)n(-c3ccccc3)ccn12	63
COc1ccc(N2CCN(C(=O)C(=O)Nc3ccc([N+](=O)[O-])cc3C)CC2)cc1	53
CCOC(=O)N1CCc2c(sc(NC(=O)COc3ccc(Cl)cc3Cl)c2C(=O)OC)C1	61
COc1ccc(/C=C(\C#N)C(=O)N2CCCc3ccccc32)cc1	70
COc1cccc(-c2ccc(=O)n(CCCC(=O)Nc3ccc(Cl)cc3Cl)n2)c1	71
CC(C)c1n[nH]c(=O)c2c1cnn2-c1ccccc1	71
COC(=O)c1ccc(CSc2nc(C)cc(C(F)(F)F)n2)cc1	61
COc1ccc(-c2nc(CSc3nc4ccccc4c(=O)n3Cc3ccco3)c(C)o2)cc1	64

Grouped by structure, the entries above with a cyano group (4)
SMILES	RMI FANCM FP
CCOC(=O)COc1ccccc1C=C(C#N)C(=O)c1cccc(C(F)(F)F)c1	53
CC(=O)c1nn(-c2ccc(C)cc2)cc1C#N	54
Cc1[nH]nc2c1C(c1ccccc1)C(C#N)=C(N)O2 (stereo unspecified)	59
COc1ccc(/C=C(\C#N)C(=O)N2CCCc3ccccc32)cc1	70

Next entries
SMILES	RMI FANCM FP
O=C(NCC1CC(=O)N(Cc2ccc(F)cc2)C1)NC1CCCCC1 (stereo unspecified)	54
O=C(CCS(=O)(=O)c1ccc(F)cc1)Nc1nnc(-c2ccc3c(c2)OCO3)o1	68
O=C(NCc1ccco1)C(=O)NCC(c1ccc2c(c1)OCO2)N1CCN(c2ccccc2F)CC1 (stereo unspecified)	60
O=C(CN1C(=O)c2ccccc2C1=O)NCCCN1CCOCC1	66
Cc1noc(C)c1CSc1nc2scc(-c3ccccc3Cl)c2c(=O)n1-c1ccccc1	72
COc1ccccc1N1CCN(CCNC(=O)C(=O)Nc2cc(C)on2)CC1	64
CCc1ccccc1NC(=O)C1CCN(c2ccc(S(=O)(=O)c3ccc(C)cc3)nn2)CC1	115
CC(C)c1ccc(NC(=O)Cn2nc(-c3cccs3)c3sc(N4CCCC4)nc3c2=O)cc1	83
CCCC(=O)N1N=C(c2ccco2)CC1c1cc2cccc(C)c2nc1Cl (stereo unspecified)	63
COc1cccc2sc(N(Cc3cccnc3)C(=O)c3ccc(C)c(C)c3)nc12	64
CCc1cc2cc(C(=O)Nc3ccc(C)cc3)sc2s1	56
Cc1onc(-c2c(F)cccc2Cl)c1C(=O)N1CCOCC1	63
COc1ccccc1NC(=O)C(=O)NCCN1CCOC(c2ccccc2)C1 (stereo unspecified)	72
Cc1cccc(S(=O)(=O)N2CCN(C)CC2)c1	55
Cc1cc(C)cc(OCCNC(=O)COc2ccc3c(c2)OCO3)c1	59
CN1CCN(C(CNC(=O)Nc2ccc(F)cc2)c2ccsc2)CC1 (stereo unspecified)	64
COc1ccccc1N1CCN(CCNS(=O)(=O)c2ccc(C)c(C)c2)CC1	64
C#CCN(C)Cc1ccccc1	49&58&47
COc1ccc(S(=O)(=O)N2CCCc3cc(NS(=O)(=O)Cc4ccccc4F)ccc32)cc1	58
CCN(C(=O)c1cnc(OC)cc1C(F)(F)F)c1ccc(Cl)cc1Cl	57
Clc1cc(CN2CCSCC2)c(Cl)s1	53
COCCNC(=O)C(=O)Nc1ccc(Cl)c(N2CCCS2(=O)=O)c1	63
CC(C)CCn1c(/C=C/c2ccco2)nc2ccccc21	55
O=C(O)c1nnn(-c2cccc(C(F)(F)F)c2)c1-c1ccccc1	56
S=C(NCc1ccncc1)Nc1cc(Cl)ccc1Cl	45
C=CCn1c(SCC(=O)c2cc(C)n(CCOC)c2C)nc2scc(-c3ccc(C)o3)c2c1=O	77
Cc1ccc(NC(=O)c2sccc2S(=O)(=O)N2CCN(c3ccccc3F)CC2)cc1F	66
O=C(CCc1nc2sc3c(c2c(=O)[nH]1)CCCCC3)NCc1ccccn1	48
C=CCn1c(SCCC(=O)Nc2scc(-c3ccc(Cl)cc3)c2C(=O)OCC)nc2sc3c(c2c1=O)CCC(C)C3 (stereo unspecified)	84
N#CC1=C(N)OC(C2CC2)=C(C#N)C1c1ccco1 (stereo unspecified)	55
COc1cccc(NC(=S)NCCc2cc3c(OC)ccc(OC)c3[nH]c2=O)c1	72
Cc1ccc(CNC(=O)C2(c3cccs3)CCCC2)cc1	61
CC(C)N(C(=O)Cc1csc(NC(=O)Nc2ccccc2)n1)C(C)C	64
O=C(Nc1ccccc1C(=O)Nc1nncs1)c1ccccc1	54
CCn1nc(C(=O)Nc2cc(C)nn2-c2nc3ccc(OC)cc3s2)cc1C	71
O=C(NCc1ccco1)c1n[nH]c2ccccc12	59

A section of the results above, for reference:
SMILES	RMI FANCM FP
CCn1nc(C(=O)Nc2cc(C)nn2-c2nc3ccc(OC)cc3s2)cc1C	71
O=C(NCc1ccco1)c1n[nH]c2ccccc12	59

New compounds follow
SMILES	RMI FANCM FP
O=S(=O)(NCCc1csc(-c2ccc(C(F)(F)F)cc2)n1)c1ccc(F)cc1F	53
COc1ccccc1C(=O)Nc1ccc2c(c1)OCC(C)(C)C(=O)N2	66
COc1ccc(OC)c(OCCOCCOc2cc(OC)ccc2OC)c1	56
Cc1ccc2cc(CCNC(=O)c3ccc(Br)o3)c(=O)[nH]c2c1	58
O=C(CN1C(=O)c2ccccc2C1=O)Nc1ccc2c(c1)CCCN2C(=O)c1ccco1	55
O=C(Cn1cc(SCc2cccc3ccccc23)c2ccccc21)N1CCCCCC1	60
CSc1cccc(NC(=O)Cn2cccc(-c3nc(-c4ccccc4)no3)c2=O)c1	145
O=C1CNC(=S)N1CCc1ccccc1	56
O=C(CS(=O)(=O)Cc1ccccc1)Nc1cc(Cl)cc(Cl)c1	53
COc1ccc(OC(=O)c2csc(COc3ccc4nonc4c3)n2)cc1	54
CC1(C)CC(=O)c2c(nc(SCC(=O)c3ccc(Cl)cc3)c(C#N)c2-c2ccccc2)C1	148
O=C(Cc1csc(NC(=O)Nc2ccc(Cl)cc2)n1)Nc1ccccc1Oc1ccccc1	117
CS(=O)(=O)c1cccc(S(=O)(=O)N2CCC(C(=O)O)CC2)c1	52
CCOc1cccc2sc(N(CC3CCCO3)C(=O)c3ccc(F)cc3F)nc12 (stereo unspecified)	67
CCC(=O)NS(=O)(=O)c1ccc(-c2c(-c3ccccc3)noc2C)cc1	58
Cc1nc2c(ccc3nc(NC(=O)CCCS(=O)(=O)c4ccccc4)sc32)s1	55
C=CCN1C(=O)C(C)(C)COc2ccc(NS(=O)(=O)c3ccccc3)cc21	68
Cc1ccc(N2CCCS2(=O)=O)cc1NC(=O)C(=O)NCc1ccc2c(c1)OCO2	63
CCCN1C(=O)CCc2cc(NC(=O)Cc3cccs3)ccc21	53
Cc1c(C#N)sc(-c2ncn[nH]2)c1C	62
COc1ccc(-c2csc(CN3CCN(C(=O)c4cccc(Cl)c4)CC3)n2)cc1	61
O=C1c2ccccc2C(=O)N1C(CO)C(O)c1ccccc1 (stereo unspecified)	55
COc1ccc(C2c3ccsc3CCN2S(=O)(=O)c2ccc(F)c(Cl)c2)cc1 (stereo unspecified)	57
COc1cccc(NC(=O)c2cc(-c3ccc(F)cc3)nc3c2c(C)nn3C2CCS(=O)(=O)C2)c1 (stereo unspecified)	68
